GalR3 antag – GalR3 antagonists in HEK293 cells, primary screen, cell-based, fluorescence readout; actives 0.44% (n = 360,000); Galanin receptor type 3 (Homo sapiens), O60755; HEK293 GalR3-CNG cAMP membrane potential fluorescence; galR3 body fused to GalR1 C-terminus; inhibition, % at 3 µM; AID 651719, 2012;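 active means inhibition above the screen-wide average plus 3 SD, cut at about 13% in these data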;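 further: forskolin and galanin both at EC90 stimulate the cells; cAMP rise reported by CNG channel membrane potential dye signal; 0% = forskolin plus galanin with DMSO and 100% = forskolin alone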
Target sequence (O60755 1-299 limits assumed): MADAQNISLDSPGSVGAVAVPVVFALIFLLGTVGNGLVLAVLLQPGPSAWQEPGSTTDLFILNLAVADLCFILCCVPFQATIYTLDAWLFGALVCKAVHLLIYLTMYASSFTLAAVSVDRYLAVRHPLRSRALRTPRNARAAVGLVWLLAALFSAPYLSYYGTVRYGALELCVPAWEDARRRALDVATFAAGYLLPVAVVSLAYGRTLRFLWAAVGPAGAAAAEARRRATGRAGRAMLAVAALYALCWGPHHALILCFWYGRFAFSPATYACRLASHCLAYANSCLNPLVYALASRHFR
IDE act – human IDE activators in live cells, primary screen, fluorescence polarization, HEK cells, FAbeta-B substrate. Insulin-degrading enzyme (Homo sapiens), P14735. FAbeta-B cleavage; 0% vehicle, 100% cell-free pure enzyme wells. activation, % at 5.96 µM. actives 0.073% (n = 340,000). AID 493087, 2011;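 active means activation above the mean of all tested compounds plus 3 SD, set per screening campaign, cut at about 17% in these data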
VIM-2 inhibitor – VIM-2 metallo-beta-lactamase inhibitors, primary screen, biochemical, epi-absorbance readout, Pseudomonas aeruginosa enzyme; purified VIM-2, nitrocefin hydrolysis, epi-absorbance fluorescence; inhibition, % at 5.6 µM; actives 0.89% (n = 290,000); AID 1527, 2009;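 active means inhibition above the mean of all tested compounds plus 3 SD, cutoff set per screening run, cut at about 7.5% in these data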;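 further: red hydrolysis product quenches plate fluorescence so inhibitors raise well fluorescence; 0% = enzyme with DMSO and 100% = DMSO without enzyme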
NS3 helicase inh – inhibitors of HCV NS3 helicase, primary screen, biochemical, Cy5 molecular beacon fluorescence | Hepatitis C virus NS3 helicase | actives 0.56% (n = 290,000) | AID 1800, 2009 | inhibition, % at 10.9 µM | NS3 helicase DNA unwinding;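 active means inhibition above the mean of all tested compounds plus 3 SD, set per campaign, cut at about 35% in these data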;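 further: 0% = DMSO wells and 100% = thioflavine S control wells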
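Compound dosing – single dose, 10.9 µM nominal final, DMSO 0.8% final · System – NS3 helicase fragment of HCV · Buffer or medium – MOPS pH 6.5, MgCl2, DTT, Tween20, BSA · Signal – Cy5 beacon fluorescence read at start and 1 h · Also added – annealed dual-labelled DNA beacon duplex, ATP-started · Schedule – 1 h at 25 °C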
IDE inh – human IDE inhibitors in live cells, primary screen, fluorescence polarization, HEK cells, FAbetaB substrate; Insulin-degrading enzyme (Homo sapiens), P14735; FAbetaB cleavage; inhibition, % at 5.59 µM; actives 0.41% (n = 320,000);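 active means percent inhibition above the average of all tested compounds plus 3 SD, set per screening campaign, cut at about 16% in these data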;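 further: IDE supplied by intact live HEK cells; FP after avidin binding of uncleaved biotin substrate so inhibition keeps polarization high; 0% = DMSO wells and 100% = 60 µM reference IDE inhibitor Ii1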
p-CIP stab down – p/CIP-EGFP fusion destabilizers, primary screen, fluorescence, F442A cells | Q05BA5 | 16 h | decrease of EGFP signal, % at 10 µM | actives 0.01% (n = 290,000);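 active means EGFP signal decrease of at least 30% at 10 µM or well 3 SD below plate mean, unless failing retest; inactive means the rest, including hits failing retest or dose response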; further: some compounds called inactive have numbers as strong as hits; many of its hits are not listed in these tables
IMP-1 inh – IMP-1 metallo-beta-lactamase inhibitors, primary screen, biochemical, epi-absorbance readout, Pseudomonas aeruginosa enzyme; metallo-beta-lactamase IMP-1 (Pseudomonas aeruginosa); purified IMP-1, nitrocefin hydrolysis, epi-absorbance fluorescence; inhibition, % at 5.6 µM; actives 0.45% (n = 290,000);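 active means inhibition above the mean plus 3 SD of all compounds in the same screening run, cut at about 4.5% in these data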;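 further: 0% = IMP-1 with DMSO and 100% = DMSO wells lacking enzyme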
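Assay system: purified recombinant IMP-1 beta-lactamase. Input: IMP-1 0.2 nM before substrate addition. Buffer or medium: Zinc- and detergent-supplemented HEPES buffer, pH 7.1. Schedule: 25 °C, 15 min preincubation, 25 min reaction. Signal: Epi-absorbance fluorescence, 480 nm excitation, 530 nm emission. Evaluation: percent inhibition from optical density relative to buffer-blank wells.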
CRFBP-R2 block – antagonists of CRF-BP/CRF-R2 complex, primary screen, cell-based, HEK293, calcium dye fluorescence, uHTS; actives 0.59% (n = 350,000); inhibition, % at 11.8 µM; CRF-induced calcium fluorescence; AID 588475, 2011;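 active means inhibition of the ligand-induced calcium signal above about 50% at the single tested concentration, limit read from the data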
SUMO HTRF inh – inhibitors of in vitro SUMOylation cascade, primary screen, biochemical, HTRF, uHTS; inhibition, % at 35 µM; SUMO-conjugating enzyme UBC9 (Homo sapiens), P63279; HTRF SUMOylation assay, SAE1/SAE2 + UBC9; actives 0.36% (n = 290,000); AID 2006, 2009; in the data active means inhibition above about 50%, passing the limit was not always enough; further: strong numbers were not always called active
Target sequence (P63279 whole entry, looked up): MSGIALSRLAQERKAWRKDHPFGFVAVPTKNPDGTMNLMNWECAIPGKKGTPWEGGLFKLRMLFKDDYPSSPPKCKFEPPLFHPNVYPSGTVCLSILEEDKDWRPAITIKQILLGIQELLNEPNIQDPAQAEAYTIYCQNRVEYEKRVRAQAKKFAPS
Numbers without * were called inactive; . = not tested or not shown.

GalR3 antag	IDE act	VIM-2 inhibitor	NS3 helicase inh	IDE inh	p-CIP stab down	IMP-1 inh	CRFBP-R2 block	SUMO HTRF inh	Compound
-13	3	-0.3	0	1	-7	-2.5	5	13	CCCCN(CC)CCCNC(=O)c1cn(-c2ccc(OC)cc2)c(=O)c2ccccc12
-6	-6	1.1	21	2	.	-2.1	8	.	O=C(O)c1cn(-c2ccccc2)nc1-c1ccc(Cl)cc1
-3	1	-1.1	7	2	6	-1.5	10	-5	CCOC(=O)Cn1c(C)cc(=O)c2ccccc21
0	-2	-3.3	-9	-4	-14	-2.5	-12	15	O=C(COc1ccccc1[N+](=O)[O-])Nc1ccc(Br)cc1
-3	3	.	.	-1	2	.	4	-8	C=CCCN([C@@H](C)C(=O)OC)S(=O)(=O)c1ccccc1Br
-2	6	-2.5	-6	-2	13	-1.8	3	8	CC(C)CC(c1nnnn1Cc1ccc(F)cc1)N1CCC(C(N)=O)CC1 (stereo not drawn)
-6	-3	-1.1	-3	4	-7	-0.5	-9	2	CCN(Cc1cc(=O)n2ccsc2n1)Cc1nc2ccccc2c(=O)[nH]1
-2	-6	0.3	9	2	9	1.5	4	-13	Cc1cc(C)cc(C(=O)O/N=C(\N)c2ccc(Br)cc2)c1
-6	-2	-1.6	5	1	-6	-2.2	-2	1	S=C1SCN(Cc2ccccn2)CN1Cc1ccco1
-9	1	-0.8	-9	0	1	0.1	-1	13	O=C(Cc1ccccc1)Nc1ccc(NC(=O)c2cccnc2)cc1
-8	4	-2.3	-22	8	10	-0.9	-17	-13	O=C(Nc1ccc(C(F)(F)F)cc1)c1ccc2ncsc2c1
-2	0	-0.2	-6	-1	0	0.2	6	8	O=C(Cn1c(=O)n(CC2CCCO2)c(=O)c2ccccc21)N1CCN(c2ccccc2)CC1 (stereo not drawn)
2	3	-3.4	9	6	-1	-3.1	1	1	Cc1cccc(N(CC(=O)NC(C)(C)C)C(=O)CNC(=O)c2cccs2)c1C
-4	3	-1.3	0	2	9	-2.0	-2	-14	COc1ccc(-c2nc3scc(-c4ccccc4)n3n2)cc1
-8	5	-1.9	0	0	7	-0.6	-4	0	Cc1ccc(NS(=O)(=O)c2ccc3c(c2)NC(=O)CO3)cc1C
0	4	-2.8	7	-3	-7	-1.9	-4	10	COc1ccc(/C=C/C(=O)O)cc1S(=O)(=O)N1CCC(C)CC1
0	4	-0.8	-11	7	-2	-3.7	2	-8	O=[N+]([O-])c1cccc(CSc2nc3ccccc3[nH]2)c1
-3	7	.	.	1	.	.	-11	.	Cc1c(N(C)S(=O)(=O)c2ccc(Cl)c(C(=O)N3CCC(C(N)=O)CC3)c2)c(=O)n(-c2ccccc2)n1C
-11	-1	0.1	-2	-6	-2	-0.8	-20	2	O=C(COc1ccccc1Cl)NC(=O)NC1CCCC1
-1	4	5.4	5	-3	-1	-3.3	-6	1	S=c1[nH]nc(-c2cccs2)n1/N=C/c1cccs1
-3	12	-3.1	4	0	9	-2.8	3	22	CNC(=O)COC(=O)/C=C/c1ccc(F)cc1
-6	6	-1.4	-3	-2	8	-1.9	4	-1	CCCCC1CC1C(=O)Nc1ccc(OC)c(OC)c1 (stereo not drawn)
-7	3	-1.2	0	-7	-20	-4.2	6	-4	C=CCN(c1cccc(C(F)(F)F)c1)S(=O)(=O)c1cccc(C(=O)OCC(=O)Nc2ccccc2)c1
-3	-6	-3.6	-5	-4	-12	-2.5	17	2	O=C1CC(c2ccccc2)CN1C(=O)c1ccccc1 (stereo not drawn)
-9	2	-0.8	5	-1	-6	-1.3	7	12	CCOC(=O)Nc1c2ccccc2nc2ccccc12

Look-ups from the list.
IMP-1 inh with CCOC(=O)Cn1c(C)cc(=O)c2ccccc21 is entered as -1.5
CRFBP-R2 block with COc1ccc(/C=C/C(=O)O)cc1S(=O)(=O)N1CCC(C)CC1 is entered as -4

(continued)
GalR3 antag	IDE act	VIM-2 inhibitor	NS3 helicase inh	IDE inh	p-CIP stab down	IMP-1 inh	CRFBP-R2 block	SUMO HTRF inh	Compound
-5	-2	-1.8	6	-2	4	-4.4	0	-7	Cc1cc(OC(=O)c2cc(Cl)nc3ccccc23)ccc1Cl
-8	0	1.8	6	-3	-9	-0.1	-21	13	CC(C)CCNC(=O)c1ccc(-n2cnc3cccnc32)cc1
-2	1	-3.0	-8	1	-11	4.0	12	8	CC(C)C(=O)N(Cc1ccccc1)c1ccccn1
1	2	2.0	-63	0	2	-3.6	-23	11	O=C(CCc1nnc2n(Cc3ccc(Cl)cc3)c(=O)c3ccccc3n12)NCCN1CCCC1
1	6	-1.9	-1	2	0	-1.7	8	-3	CC(=O)Cc1nsc(NC(=O)c2ccc(-c3ccc(Cl)cc3Cl)o2)n1
-3	8	.	.	-4	.	.	-1	.	COc1ccc(NC(=O)CN(C)C(=O)CC2CCCC2)cc1
-2	4	0.1	0	7	-5	2.1	-11	2	O=C(CSc1nnc(CCc2nc3ccccc3[nH]2)n1-c1ccccc1)NCc1ccco1
-9	5	-1.9	-7	-3	-15	-1.4	-14	6	COc1cc(S(=O)(=O)NCc2ccc(F)cc2)ccc1-n1cnnn1
.	-4	-4.0	-2	1	-6	-0.9	-2	6	COc1ccc(C(C)NC(=O)c2ccccc2)cc1 (stereo not drawn)
-5	3	-6.3	0	2	3	-4.0	-4	-5	C=CCN1C(=O)C2C(C(=O)NC3CCCC3)C3C=CC2(O3)C1C(=O)NC1CCCC1 (stereo not drawn)
-5	2	.	.	5	.	.	1	.	COc1ccc(OC)c(NC(=O)COc2coc(CN3CCc4ccccc43)cc2=O)c1
.	5	-3.8	-8	2	-7	-1.2	.	10	Cc1ccc(NC(=O)CCSc2ccccc2)c(C)c1
-3	9	-0.5	-6	-2	-8	-0.8	-2	-1	Cc1ccc(S(=O)(=O)N(C)c2ccc(C(=O)Nc3cccc(C)n3)cc2)cc1
2	-7	.	.	18*	.	.	-7	.	CC1CCN(c2ccc3c(c2)S(=O)(=O)c2cccc(C(=O)NC4CC4)c2C3=O)CC1
-3	2	.	.	-4	.	.	-5	.	CN1CCN(c2ccc(NC(=O)c3cc(S(N)(=O)=O)ccc3N3CCOCC3)cc2)CC1
0	2	-3.7	8	3	-9	-3.2	-2	13	CCN(CC(=O)NC1CCS(=O)(=O)C1)Cc1nc2c(Br)cc(Br)cc2c(=O)[nH]1 (stereo not drawn)
-4	-2	-5.4	4	6	-21	-4.7	0	1	Cc1cccc(NS(=O)(=O)c2cc3c(cc2C)n(C)c(=O)c(=O)n3C)c1
-7	-1	-2.0	-16	-5	5	-2.0	-15	17	CCOC(=O)C1(CC2CCCCO2)CCN(Cc2nc(-c3cccs3)oc2C)CC1 (stereo not drawn)
-6	4	-2.9	-16	-2	3	-1.7	-20	-23	COc1ccc2ccc(O)c(CN(C)CC(=O)Nc3ccccc3C(F)(F)F)c2c1
-3	-3	-3.0	1	-6	-6	-2.1	-9	3	COc1ccc(CSc2nc3ccccc3c(=O)[nH]2)cc1F
0	2	-2.4	-7	5	-4	-1.2	-8	-4	CCN(C(=O)CN1C(=O)/C(=C/c2ccc(F)cc2)SC1=S)C1CCS(=O)(=O)C1 (stereo not drawn)
-5	3	-1.9	4	.	5	-2.5	-9	7	CC(C)C[C@H](NC(=O)C1CCC(CNC(=O)[C@@H]2CCCN2C(=O)OC(C)(C)C)CC1)C(=O)O (stereo partly drawn)
-3	1	0.5	1	-2	-2	1.6	-2	-4	O=C(O)C1CC=CCC1C(=O)c1ccccc1 (stereo not drawn)
-12	-16	0.0	-2	6	-7	0.2	6	5	CC(C)(C)c1cc(CP(=O)(c2ccccc2)c2ccccc2)cc(C(C)(C)C)c1O
-1	5	-2.6	13	-1	-8	-0.8	-2	18	FC(F)Oc1cccc2cccnc12
-4	2	-2.7	10	-8	1	-3.2	-2	18	CCOC(=O)Cc1cnc(NC(=O)CSc2nc(N)cc(=O)[nH]2)s1
-6	4	-3.4	3	6	3	-2.5	-9	2	Cc1cc(C)n2c(SCC(=O)N(CC(C)C)c3c(N)n(CC(C)C)c(=O)[nH]c3=O)nnc2n1
8	-5	-1.7	1	5	-16	-2.6	-16	-13	CC(C)CCNC(=O)NC(=O)CSc1nnc(-c2ccccc2F)n1N
7	4	-0.8	-12	2	-4	-1.5	-12	-10	COc1ccc(OCCSc2nnnn2C2CCCCC2)cc1
-3	2	-1.9	13	-1	9	-5.9	22	6	CCOC(=O)Cc1csc(NC(=O)CSc2nnc(-c3ccc(F)cc3)o2)n1
-7	0	-2.8	2	2	-3	-3.5	-12	5	NC(=O)CC12CC3CC(C1)CC(CC(N)=O)(C3)C2
-3	-2	-3.1	1	7	2	-2.7	-10	-2	COc1ccc(-n2nc(C(=O)O)nc2-c2ccccc2)cc1
2	-4	5.7	8	6	4	-4.0	6	17	CCc1cc(=O)oc2cc(C)cc(OCC(=O)NCc3cccnc3)c12

Source: PubChem (several laboratories)
